Screening data from PubChem BioAssay.
ERAP1 HTS inh: human ERAP1 aminopeptidase inhibitors, primary screen, biochemical, single point, plate reader | Endoplasmic reticulum aminopeptidase 1 (Homo sapiens), Q9NZ08 | inhibition, % at 10.7 µM | 0.15% of 340,000 active | AID 652197, 2013 | recombinant ERAP1, Leu-AMC fluorescence, 60 min;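 active = mean replicate inhibition of at least 30%, or all replicates individually reaching that 30% level; inactive = mean below 30% and not every replicate reaching it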;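 also: 0% = neutral control wells and 100% = L-leucinethiol positive control wells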
Xi reactivation: activators of inactive X chromosome reactivation, primary screen, imaging, XiGFP fibroblasts, GFP high-content imaging, set 2; activation, % at 7.58 µM; 0.055% of 360,000 active; XiGFP mouse fibroblasts, % GFP-positive cells imaging, 3 d; cells co-treated with 5-aza-dC sensitizer; scaled so ellipticine positive control = 100%;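 active = mean normalized replicate activation at least 10% and every replicate at or above 10%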;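 also: 0% = median of on-plate neutral control wells and 100% = ellipticine 6 µM median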
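Assay system: SV40-immortalized XiGFP fibroblast cells, line 68-5-11; buffer or medium: DMEM plus 5-aza-dC sensitizer; compound: one concentration, pinned; timing: compounds 3 days, fix/stain 15 min at room temperature; benchmarks: positive control ellipticine, 6 µM final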
RAD54 branch: inhibitors of human RAD54 branch migration, primary screen, biochemical, fluorescence, single point | DNA repair and recombination protein RAD54-like (Homo sapiens), Q92698 | RAD54 Holliday junction branch migration, FAM/BHQ fluorescence | inhibition, % at 10.4 µM | 0.14% of 360,000 active;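 active = mean normalized replicate activity at least 40 and at least half of replicates scoring 40 or more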;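 also: 0% = median of neutral control wells and 100% = median of positive control wells; inhibitors cause a drop in the FAM fluorescence signal; in these data hits start at about 50%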
esBAF inh: Bmi1 luciferase reporter increase in mESCs, primary screen, esBAF inhibitor project, mouse ES cells, Bmi1 luciferase knock-in, single point. AID 602393, 2012. reporter increase, % at 12.5 µM. 2% of 350,000 active. 24 h; 100% = twice the neutral-well signal; in the data active = activation above about 40%;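 also: 0% = median of the plate's neutral control wells and 100% = double that signal; a rise in the Bmi1 reporter signal indicates esBAF inhibition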
CFTR F508del cor: F508del CFTR correction, initial screen, CFBE line, single point; 0.36% of 350,000 active; AID 720511, 2013; CFBE cells, YFP halide quenching; stimulated with forskolin plus potentiator P3; % fluorescence drop versus neutral controls; activity (quench increase), % at 7.58 µM;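 active = mean added fluorescence quench of at least 8% versus neutral control, with both replicates also reaching 8%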;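 also: cells transiently co-express mutant CFTR-F508del with the halide-sensitive YFP; corrector assay measuring rescue of mutant channel to the surface after 24 h compound exposure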
ARNT-TACC3 inh: disruptors of ARNT/TACC3 protein interaction, primary screen, biochemical, AlphaScreen, single concentration; 0.66% of 390,000 active; inhibition, % at 9.99 µM; AID 623870, 2012; Transforming acidic coiled-coil-containing protein 3 (Homo sapiens), Q9Y6A5; AlphaScreen His-ARNT PAS-B/GST-TACC3 binding, luminescence; TACC3 fragment carries E629A point mutation;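 active = mean inhibition of replicates at least 50% and at least half of replicates each reaching 50%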;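 also: 0% = complete ARNT plus TACC3 wells and 100% = ARNT alone without TACC3; many hits fall short of the cut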
GSIS activator: GLuc luminescence reporter in INS-1E cells, primary screen for activators of glucose-dependent secretion of insulin; INS-1E GLuc reporter insulin secretion, 2-3 h; activation, % at 16.6 µM; 0.61% of 370,000 active;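 active = lowest replicate activation of at least 40%, so every replicate reaches that level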;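 also: 0% = median of neutral control wells and 100% = median of IBMX positive control wells; some compounds called inactive have numbers as strong as hits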
RAD52 anneal inh: RAD52 DNA annealing inhibitors, primary screen, biochemical, FRET, single point, set 2. AID 651710, 2012. recombinant RAD52 DNA annealing, FRET fluorescence. inhibition, % at 18.7 µM. DNA repair protein RAD52 homolog (Homo sapiens), P43351. 0.46% of 360,000 active;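 active = every replicate showing at least 50% inhibition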
Target sequence (P43351 whole entry, looked up): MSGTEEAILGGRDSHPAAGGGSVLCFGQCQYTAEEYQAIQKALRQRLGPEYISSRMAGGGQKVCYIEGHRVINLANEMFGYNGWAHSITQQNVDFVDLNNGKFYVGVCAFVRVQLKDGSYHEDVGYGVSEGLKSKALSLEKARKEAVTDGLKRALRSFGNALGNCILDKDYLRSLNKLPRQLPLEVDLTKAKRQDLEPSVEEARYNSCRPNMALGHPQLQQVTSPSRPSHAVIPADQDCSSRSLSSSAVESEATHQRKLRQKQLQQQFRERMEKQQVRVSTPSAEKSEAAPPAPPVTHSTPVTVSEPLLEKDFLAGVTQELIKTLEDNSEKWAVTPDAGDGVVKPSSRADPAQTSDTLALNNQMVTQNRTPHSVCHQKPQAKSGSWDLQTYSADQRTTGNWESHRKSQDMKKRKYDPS
The depositor's hits bear a star; & = joins results of further samples.

For O=C(NC1CCC1)[C@@H]1[C@@H](CO)[C@@H]2Cn3c(ccc(/C=C/c4ccccc4)c3=O)[C@@H]2N1Cc1cncnc1 the results were ERAP1 HTS inh -5, Xi reactivation 0.4, RAD54 branch -12, esBAF inh -5, ARNT-TACC3 inh 24, GSIS activator -2 and RAD52 anneal inh -42.
CN(C)CCCNC(=O)[C@@H]1[C@@H](CO)[C@@H]2Cn3c(cccc3=O)[C@@H]2N1C(=O)Nc1ccccc1 was read as ERAP1 HTS inh -2, Xi reactivation 0.2, RAD54 branch -7, esBAF inh 10, CFTR F508del cor -1.4, ARNT-TACC3 inh -3, GSIS activator -3 and RAD52 anneal inh 7.
`C[C@@H]1CN([C@@H](C)CO)C(=O)c2cc(N(C)C)ccc2O[C@@H](C)CCCCO[C@H]1CN(C)S(=O)(=O)c1ccc(F)cc1` gave ERAP1 HTS inh -2, Xi reactivation 0.2, RAD54 branch 1, esBAF inh -6, CFTR F508del cor -1.6, ARNT-TACC3 inh -7, GSIS activator -4 and RAD52 anneal inh 13.
`CCCc1cc(=O)[nH]c(N2CCN(Cc3ccc4c(c3)OCO4)CC2)n1` gave ERAP1 HTS inh 1, Xi reactivation 0.0, RAD54 branch -1, esBAF inh -7, CFTR F508del cor 2.2, ARNT-TACC3 inh 3, GSIS activator -8 and RAD52 anneal inh -8.
Screening COc1ccc(NC(=O)N2[C@@H]3CNC[C@H]2C3c2ccc(-c3ccc(OC)cc3)cc2)cc1 (some centres not stated) returned ERAP1 HTS inh -3&1, Xi reactivation 0.2&0.0, CFTR F508del cor -3.3&-2.9, GSIS activator -7&-16 and RAD52 anneal inh 2&45.
`CN1CCN(c2ccc(NC(=S)NC(=O)/C=C/c3ccco3)cc2)CC1` gave ERAP1 HTS inh 3, Xi reactivation 0.0, RAD54 branch 3, esBAF inh 45*, CFTR F508del cor 1.0, ARNT-TACC3 inh 6, GSIS activator 14 and RAD52 anneal inh 26.
`O=C(O)C(Cc1c[nH]c2ccccc12)NS(=O)(=O)c1cccc2nsnc12` (configuration not stated) gave ERAP1 HTS inh -1, Xi reactivation 0.0, CFTR F508del cor 3.6, ARNT-TACC3 inh 18 and RAD52 anneal inh -1.
O=C(Cc1ccc(NC(=O)C2CCCN(C(=O)C3CCC3)C2)cc1)Nc1cccc(C(=O)N2CCCC2)c1 (configuration not stated) was read as ERAP1 HTS inh 0, Xi reactivation 0.0, RAD54 branch 11, esBAF inh -1, CFTR F508del cor -2.2, ARNT-TACC3 inh -2, GSIS activator -10 and RAD52 anneal inh -17.
C=CCNC(=O)/C(C#N)=C/c1c(C)nn(-c2ccc(Cl)cc2)c1Cl was read as ERAP1 HTS inh 1, Xi reactivation 0.2, CFTR F508del cor -2.9, GSIS activator 5 and RAD52 anneal inh -10.
For Cc1ccc(C(=O)C=Cc2cccc(C)c2)cc1 the results were ERAP1 HTS inh 1, Xi reactivation -0.1, RAD54 branch -7, esBAF inh 39, CFTR F508del cor 2.0, ARNT-TACC3 inh 6, GSIS activator -1 and RAD52 anneal inh 6.
`O=C(O)c1ccc(N/N=C/c2ccc(-c3ccccc3)cc2)cc1` gave ERAP1 HTS inh -1, Xi reactivation 0.0, CFTR F508del cor -2.7, ARNT-TACC3 inh -10, GSIS activator 2 and RAD52 anneal inh -9.
For O=C(O)C(Cc1c[nH]c2ccccc12)NS(=O)(=O)c1ccc2ccccc2c1 (configuration not stated) the results were ERAP1 HTS inh 10, Xi reactivation 0.0, RAD54 branch -5, esBAF inh -4, CFTR F508del cor -2.2, ARNT-TACC3 inh -40, GSIS activator 5 and RAD52 anneal inh -15.
Screening C[C@H](CO)N1C[C@H](C)[C@H](CN(C)C(=O)C2CCCCC2)Oc2ncc(-c3ccncc3)cc2C1=O returned ERAP1 HTS inh -2, Xi reactivation -0.8, RAD54 branch 2, esBAF inh -1, CFTR F508del cor -3.1, ARNT-TACC3 inh -2, GSIS activator 14 and RAD52 anneal inh 1.
`CCOC(=O)c1c(C)[nH]c(-c2csc(N)n2)c1C` gave ERAP1 HTS inh 0, Xi reactivation 1.8, CFTR F508del cor 5.3, ARNT-TACC3 inh 7, GSIS activator 17 and RAD52 anneal inh -25.
For O=c1c2cccnc2n(-c2ccccc2)n1Cc1c(Cl)cccc1Cl the results were ERAP1 HTS inh -4, Xi reactivation 0.2, esBAF inh 1, CFTR F508del cor -2.0, ARNT-TACC3 inh -3, GSIS activator 10 and RAD52 anneal inh 1.
O=C(Nc1ccc(Cl)cc1)Nc1nnc(CSCc2ccccc2Cl)s1 was read as ERAP1 HTS inh 6, Xi reactivation 0.0, CFTR F508del cor 1.6, ARNT-TACC3 inh -1, GSIS activator 3 and RAD52 anneal inh -9.
For O=C(C[C@@H]1CC[C@H]2[C@@H](COC[C@@H](O)CN2Cc2ccccc2)O1)NCc1ccccc1Cl the results were ERAP1 HTS inh 0, Xi reactivation 0.2, RAD54 branch 2, esBAF inh -2, CFTR F508del cor -0.3, ARNT-TACC3 inh -15, GSIS activator 0 and RAD52 anneal inh -11.
CCCc1cc(C(=O)Cc2ccccn2)c(O)cc1O was read as ERAP1 HTS inh 2, Xi reactivation 0.1, RAD54 branch -10, esBAF inh -10, CFTR F508del cor -0.4, ARNT-TACC3 inh 0, GSIS activator -6 and RAD52 anneal inh -40.
O=C(CSc1ccccn1)Nc1ccc(NC(=O)CSc2ccccn2)cc1 was read as ERAP1 HTS inh -1, Xi reactivation 0.1, CFTR F508del cor 1.1, ARNT-TACC3 inh -5, GSIS activator -2 and RAD52 anneal inh -23.
`O=C(Nc1ccc2nc3n(c(=O)c2c1)CCCC3)c1cccnc1Cl` gave ERAP1 HTS inh 0, Xi reactivation 0.3, RAD54 branch 2, esBAF inh 0, CFTR F508del cor -2.4, GSIS activator 14 and RAD52 anneal inh 0.
Cc1ccc(Sc2cnc(N)nc2C)cc1 was read as ERAP1 HTS inh -6, Xi reactivation 0.0, ARNT-TACC3 inh 4, GSIS activator 3 and RAD52 anneal inh -6.
Screening COc1cc(C(=O)NC2CCN(Cc3nnnn3Cc3ccc(F)cc3)CC2)cc(OC)c1OC returned ERAP1 HTS inh 0, Xi reactivation 0.0, RAD54 branch -3, esBAF inh -4, CFTR F508del cor 0.4, ARNT-TACC3 inh -4, GSIS activator -8 and RAD52 anneal inh -11.
`COc1ccc(OC)c(-c2nc(C(=O)NCCCN3CCOCC3)cc3c2[nH]c2ccccc23)c1` gave RAD54 branch 6, esBAF inh 8, CFTR F508del cor 3.4, ARNT-TACC3 inh 4, GSIS activator -7 and RAD52 anneal inh -29.
`Fc1ccc(N/N=C2/CCSc3sccc32)c(F)c1` gave Xi reactivation 0.0, RAD54 branch -10, esBAF inh -2, CFTR F508del cor -0.6, ARNT-TACC3 inh 16, GSIS activator 8 and RAD52 anneal inh -24.
For Nc1nc2c(nc(SCc3ccccc3Br)n2C2OC(CO)C(O)C2O)c(=O)[nH]1 (configuration not stated) the results were ERAP1 HTS inh -2, Xi reactivation 0.0, RAD54 branch 6, esBAF inh -3, CFTR F508del cor -1.8, ARNT-TACC3 inh 1, GSIS activator -3 and RAD52 anneal inh -17.
CCC(Sc1ncccc1Nc1ccccn1)C(=O)O (configuration not stated) was read as ERAP1 HTS inh 0, Xi reactivation 0.0, RAD54 branch 4, esBAF inh -8, CFTR F508del cor 0.5, ARNT-TACC3 inh -4, GSIS activator 1 and RAD52 anneal inh -4.
`CO[C@@H]1CN(C)C(=O)c2cc(NC(C)=O)ccc2OC[C@@H](C)N(Cc2cccc(F)c2)C[C@H]1C` gave ERAP1 HTS inh 1, Xi reactivation 0.6, RAD54 branch 2, esBAF inh -3, CFTR F508del cor -0.3, ARNT-TACC3 inh 4, GSIS activator -15 and RAD52 anneal inh -10.
`CCOC(=O)c1c(SCCN2CCCC2)n(-c2ccccc2)c(=S)n(-c2ccccc2)c1=O` gave ERAP1 HTS inh 0, Xi reactivation 0.0, CFTR F508del cor 0.6, ARNT-TACC3 inh 21, GSIS activator -29 and RAD52 anneal inh -31.
CCCCCCN(C(=O)CCCCCN1C(=O)NC(c2ccc(-c3ccccc3)cc2)C(C(=O)OCc2ccccc2)=C1C)C(C(=O)NCCCC)c1ccccn1 (configuration not stated) was read as ERAP1 HTS inh 2, Xi reactivation -0.1, CFTR F508del cor 4.3, GSIS activator -2 and RAD52 anneal inh -18.
For CCCNC(=S)Nc1ccc(S(N)(=O)=O)cc1 the results were ERAP1 HTS inh 9, Xi reactivation 0.0, CFTR F508del cor 2.8, ARNT-TACC3 inh -2, GSIS activator -25 and RAD52 anneal inh -2.
`O=C(c1ccc(-n2cncn2)c([N+](=O)[O-])c1)N1CCN(S(=O)(=O)c2ccccc2F)CC1` gave ERAP1 HTS inh 0, Xi reactivation 0.1, esBAF inh -5, CFTR F508del cor -2.9, ARNT-TACC3 inh 4, GSIS activator 11 and RAD52 anneal inh -10.
Cc1ccc2nc(NC(=O)c3ccccn3)sc2c1 was read as ERAP1 HTS inh 1, Xi reactivation 2.2, RAD54 branch 6, esBAF inh -80, CFTR F508del cor -0.2, ARNT-TACC3 inh 33, GSIS activator 17 and RAD52 anneal inh -6.
O=C(NC1CCCCC1)C1CCN(S(=O)(=O)c2cccc3cccnc23)CC1 was read as ERAP1 HTS inh -2, Xi reactivation -0.2, RAD54 branch 1, esBAF inh -4, CFTR F508del cor -2.7, ARNT-TACC3 inh -6, GSIS activator -1 and RAD52 anneal inh -21.
`CN(CC(=O)Nn1cnnc1)S(=O)(=O)c1cc(Cl)ccc1Cl` gave RAD54 branch -7, esBAF inh 3, ARNT-TACC3 inh -3 and GSIS activator 24.
For CCn1cc(C(=O)NCCCN2CCCC(C)C2)c(=O)c2cc(S(=O)(=O)N3CCOCC3)ccc21 (configuration not stated) the results were ERAP1 HTS inh -3, Xi reactivation 0.0, RAD54 branch -27, esBAF inh 0, CFTR F508del cor -0.5, ARNT-TACC3 inh -1, GSIS activator -4 and RAD52 anneal inh 9.
Cc1cccc(OCc2n[nH]c(=S)n2C2CCCCC2)c1 was read as ERAP1 HTS inh -1, RAD54 branch 4, esBAF inh -7, CFTR F508del cor 1.4, ARNT-TACC3 inh -7, GSIS activator -15 and RAD52 anneal inh -1.
Screening CC(=O)N[C@@H]1C=C[C@@H](CC(=O)NCC2CCCCC2)O[C@H]1CO returned ERAP1 HTS inh 3, Xi reactivation -0.5, RAD54 branch -2, esBAF inh 1, CFTR F508del cor 0.9, ARNT-TACC3 inh -6, GSIS activator -1 and RAD52 anneal inh -3.
`C[C@@H](CN1C2=NC[C@@H](Cc3ccccc3)N2C[C@H]1Cc1ccc(O)cc1)NC(=O)CCC1CCCCC1` gave Xi reactivation 0.1, CFTR F508del cor -0.2, GSIS activator -10 and RAD52 anneal inh 22.
For CCOC(=O)C1(CCc2ccccc2)CCN(C(=O)Cc2nonc2C)CC1 the results were ERAP1 HTS inh -1, Xi reactivation -0.1, CFTR F508del cor 2.9, ARNT-TACC3 inh -10, GSIS activator -26 and RAD52 anneal inh -4.
